Source: PubChem BioAssay
Sm TGR block = blocks Schistosoma mansoni thioredoxin glutathione reductase | Q962Y6 | purified TGR, DTNB reduction, TNB absorbance 405 nm | Potency, µM (doses to about 114 µM), for inactives: at the top dose activity change, negative = inhibition, hits mostly inhibitors | 3% of 360,000 active | AID 485364; further: potency means the concentration at half of the fitted maximal effect; nearly all actives have a fitted effect of over 60% in size
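TGR 20 nM + NADPH 100 uM (dispensed conc.), cpd preinc 15 min RT; start with NADPH (500 uM addition) then DTNB (15 mM addition). Kinetic TNB absorbance, 405 nm filter. Four-parameter Hill fit across titration.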
AmpC inh no detg = AmpC beta-lactamase inhibition without detergent. P00811. AmpC nitrocefin hydrolysis, absorbance 480 nm, 0.0001% Triton. Potency, µM (titrated, usually from 57.1 µM), inactives show at the highest dose activity change, negative = inhibition, actives largely listed as inhibitors. 0.52% of 330,000 active. AID 485341;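 further: potency means the concentration at half of the fitted maximal effect; plate controls were no compound for no effect and no enzyme for full effect; nearly all actives have a fitted effect of over 20% in size; some results filed as inactive show a strong effect at the top dose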
Target sequence (P00811 whole entry, looked up): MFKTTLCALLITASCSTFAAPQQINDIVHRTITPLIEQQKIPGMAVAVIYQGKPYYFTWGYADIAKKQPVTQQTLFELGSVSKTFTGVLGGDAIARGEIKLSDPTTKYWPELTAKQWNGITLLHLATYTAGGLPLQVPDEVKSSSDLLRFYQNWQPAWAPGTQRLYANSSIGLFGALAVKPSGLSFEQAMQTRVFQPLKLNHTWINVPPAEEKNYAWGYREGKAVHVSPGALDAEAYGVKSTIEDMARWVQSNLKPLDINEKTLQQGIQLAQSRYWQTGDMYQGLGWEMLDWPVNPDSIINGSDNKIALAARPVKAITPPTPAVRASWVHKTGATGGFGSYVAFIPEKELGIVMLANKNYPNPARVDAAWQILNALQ
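20 mM phosphate pH 7.0 + 0.01% (detergent screen) or 0.0001% Triton X-100; 5.3 nM AmpC reagent; cpd preinc 15 min RT; nitrocefin (800 uM stock) to start; A480 q20 s × 4 min; Activity was normalised to no-enzyme and no-compound control wells.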
Giardia FBPA inh = inhibitors of Giardia lamblia fructose-1,6-bisphosphate aldolase; A8B2U2; purified Giardia FBPA; Potency, µM (titrated, usually from 59.6 µM), inactives show at the top dose activity, negative = inhibition, usual class: inhibitors; 0.71% of 290,000 active; AID 2451; further: potency means the concentration at half of the fitted maximal effect; nearly all actives have a fitted effect of over 55% in size
Target sequence (A8B2U2 whole entry, looked up): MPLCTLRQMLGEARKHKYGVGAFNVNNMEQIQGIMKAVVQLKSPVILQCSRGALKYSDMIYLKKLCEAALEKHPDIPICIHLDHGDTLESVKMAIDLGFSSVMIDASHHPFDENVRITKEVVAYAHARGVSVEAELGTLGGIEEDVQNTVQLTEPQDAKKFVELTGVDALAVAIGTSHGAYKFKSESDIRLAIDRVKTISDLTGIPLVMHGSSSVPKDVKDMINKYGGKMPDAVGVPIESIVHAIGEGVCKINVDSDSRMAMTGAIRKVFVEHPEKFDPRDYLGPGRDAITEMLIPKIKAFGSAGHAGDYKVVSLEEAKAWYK
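Giardia FBPA (40 nM reagent) was preincubated 10 min at RT with compound (up to 57.5 uM final), then substrate plus GAPDH/TPI/NAD/arsenate coupling system with diaphorase/resazurin was added; resorufin fluorescence (525/598 nm) was read after 20 min.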
HCMV antiviral = inhibitors of human cytomegalovirus; AID 1259415; activity change, negative = inhibition, % at 57.5 µM; 4.5% of 410,000 active; HFF cells, HCMV-luciferase reporter, 72 h; stronger effect = lower value; in the data active means activity change below about -60%; inconclusive means no clear call, values can overlap the other calls; inactive means above about -39%
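Compounds were evaluated in HFFs infected with an HCMV luciferase reporter virus (MOI 1 PFU/cell). Luciferase in lysates collected 72 h post infection served as the replication measure.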
AmpC detergent = blocks E. coli AmpC beta-lactamase in detergent assay; Potency, µM (doses to about 114 µM), for the others: top-dose activity change, negative = inhibition, usual class: inhibitors; P00811; 0.041% of 370,000 active; AID 485294; AmpC hydrolysis of nitrocefin, absorbance 480 nm, 0.01% Triton;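 further: potency means the concentration at half of the fitted maximal effect; 0% = no-compound wells and -100% = no-enzyme wells; nearly all actives have a fitted effect of over 25% in size; some results filed as inactive show a strong effect at the top dose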
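AmpC (5.3 nM in the dispensed reagent) in 20 mM phosphate pH 7.0 with 0.01% (detergent screen) or 0.0001% Triton X-100 was preincubated with compounds for 15 min at room temperature. Nitrocefin was then added from an 800 uM solution, and hydrolysis was followed at 480 nm.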
AMA1-RON2 inh = AMA1-RON2 (P. falciparum) interaction inhibition; AlphaScreen AMA1-biotinylated RON2 peptide binding; Potency, µM (titrated, usually from 58.2 µM), without a hit: top-dose activity change, negative = inhibition, usual class: inhibitors; 0.2% of 360,000 active;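 further: potency means the concentration at half of the fitted maximal effect; 0% = vehicle wells and -100% = peptide control; nearly all actives have a fitted effect of over 45% in size; some results filed as inactive show a strong effect at the top dose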
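AMA1 (3D7) with his tag at 25 nM final met compounds first, then biotinylated RON2 peptide at 25 nM; detection used donor plus acceptor beads, 10 µg/mL apiece, read by AlphaScreen after 30 min at room temperature.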
An asterisk follows results filed as active; ? = inconclusive; · = not tested or not shown; & = joins results of further samples; [ ] = another dose, or the depositor's remark. Unless noted, the call rests on the fitted dose curve; in most records, active means well fitted curve in the direction sought with a large enough effect; inconclusive means small, poorly fitted or top-dose-only effect, or another doubt; inactive means no such curve, though single readings can be large; an effect the other way counts as inactive or inconclusive. Unless noted, on the % scale 0 is the no-effect control and ±100 the full control effect.

Order of values – HCMV antiviral	Sm TGR block	AmpC inh no detg	Giardia FBPA inh	AmpC detergent	AMA1-RON2 inh
Oc1ccc(C(=S)N2CCCCC2)cc1
    -32	0%	-13%	-6%	-7%	-3%
CC(=O)Nc1ccc(S(=O)(=O)N2CCN(C(=O)c3ncoc3-c3ccccc3C)CC2)cc1
    -17	-6%	4%	-20%	-10%	-4%
Cc1ccccc1NC(=S)NC(C)C(c1ccccc1)N1CCN(C)CC1 (centres undefined)
    60	5%	-10%	1%	?	4%
Cc1ccc(Cc2nc3ccccc3nc2SCC(=O)N2CCCCC2C)cc1 (centres undefined)
    -21	0%	·	·	-5%	·
CCN(CC)C(=O)c1ccccc1NS(=O)(=O)c1cccs1
    29	?	6%	·	2%	15%
CC(=O)c1ccccc1NC(=O)COC(=O)CN1C(=O)C2CCCCC2C1=O (centres undefined)
    1	-1%	28%	·	-8%	-4%
C#CCOc1ccc(/C=C2/C(=O)ON=C2C)cc1OCC
    34	?	-2%	-14%	-4%	-10%
COc1ccc(CNC(=O)c2cc(Nc3ccc(OC)cc3OC)nc3ccccc23)cc1
    12	5%	·	·	2%	·
Cc1ccccc1C(=O)Nc1c2c(nc3ccccc13)CCCC2
    ?	-17%	36%	1%	-1%	1%
CC1=CC2=NC(=O)/C(=C\c3cccn3CCOc3ccc(C)c(C)c3)C(=N)N2O1
    -4	5%	-26%	-3%	-12%	?
COc1ccc(C)cc1NC(=O)Nc1cnccn1
    14	·	-15%	4%	-3%	-9%
CCOc1ccccc1N1C(=O)CC(Sc2n[nH]c(-c3ccccc3)n2)C1=O (centres undefined)
    -29	0.56µM*	-27%	-21%	-4%	57%[activator]
COc1cccc(C(=O)NCCS(=O)(=O)N2CCCCCC2)c1
    -8	7%	-22%	·	?	-3%
CC(C)(CNc1ccc([N+](=O)[O-])cc1Cl)N1CCOCC1
    ?	7%	-10%	0%	0%	-10%
CCN(CC)C(=O)c1ccc2c(c1[N+](=O)[O-])C(=O)c1ccccc1C2=O
    ·	-6%	-5%	?	-2%	·
CCOc1ccc(CCNC(=O)CCc2c(C)nc3cc(-c4ccccc4OC)nn3c2C)cc1
    -24	?	·	·	?	·
CC(=O)N1CCCc2cc(S(=O)(=O)N3CCCC(C(=O)Nc4cc(Cl)ccc4C)C3)ccc21 (centres undefined)
    -23	4%	·	·	4%	·
COc1cc(O)c(C(CC(=O)N2CCOCC2)c2ccc3c(c2)OCO3)c(OC)c1 (centres undefined)
    ?	-5%	-1%	?	-3%	-7%
COC(=O)c1ccc(COc2ccccc2/C=C(\C#N)C(=O)Nc2ccccc2C)cc1
    35	-12%	-33%	-1%	-10%	15%
COc1ccc(C(CNC(=O)c2oc3cc(Br)ccc3c2C)N2CCCCC2)cc1 (centres undefined)
    0&2	9%&-1%	-16%	·	4%&19%	0%
COc1ccccc1CNC(=O)CN1C(=O)NC(c2ccccc2)(c2ccccc2)C1=O
    17	·	-15%	·	·	-6%
CCCCSCCCNC(=O)Nc1ccc(C)c(C)c1
    -24	-3%	-24%	1%	-6%	-27%
CCCCOc1ccc(CCC(=O)N/N=C/c2ccco2)cc1
    19	?	-25%	-6%	4%	-12%
Cc1cc(C)c(C#N)c(SCc2ccc(C(=O)O)cc2)n1
    65	-4%	-19%	?	-11%	3%
COc1cccc(S(=O)(=O)Nc2ccc3sc(C)nc3c2)c1
    2	-11%	-15%	?	0%	-10%
COc1ccc(OC)c(S(=O)(=O)NCc2csc(-c3ccccc3)n2)c1
    -15	-8%	-8%	-8%	1%	-4%
COc1ccc(C2CC(c3ccccc3)Nc3nc(NS(C)(=O)=O)nn32)cc1 (centres undefined)
    -18	1%	-14%	12%	2%	9%
COc1ccc(NC(=O)c2sccc2SCc2cccc(C(F)(F)F)c2)cc1
    -31	10%	-22%	-2%	0%	22%
COc1ccccc1NC(=O)C(C)OC(=O)COc1cccc2c1OC(C)(C)C2 (centres undefined)
    -16	-3%	?	·	-14%	-4%
CCCC1COC(Cn2cncn2)(c2ccc(C)cc2)O1 (centres undefined)
    16	-25%	12%	12%	-8%	-4%
O=C(Nc1ccc2c(c1)OCCO2)C1CC1c1ccccc1 (centres undefined)
    56	-16%	?	-5%	-8%	-2%
O=C1c2ccccc2[C@@H]2C[C@@H](O)[C@H](Nc3ccccc3Cl)CCN12
    -4	·	-27%	·	·	-1%
CC(=O)Nc1ccc(C2Nc3cc(C)c(C)cc3NC3=C2C(=O)CC(C)(C)C3)cc1 (centres undefined)
    46	1%	-23%	-11%	-13%	-5%
COc1ccc(-c2nn(-c3ccccc3)cc2/C=N/O)cc1
    32	13%	-14%	4%	6%	-6%
COC(=O)[C@]1(Cc2ccccc2)N[C@H](CN(C)C(=O)Nc2ccc(C(F)(F)F)cc2)[C@@H]2C(=O)N(Cc3ccccc3)C(=O)[C@@H]21
    -11	·	15%	·	·	0%
O=C(c1ccc(CS(=O)Cc2ccc(Cl)cc2)o1)N1CCN(c2ccccc2F)CC1 (centres undefined)
    -22	?	154%[activator]	8%	?	0%
OC(c1ccccc1)(c1ccccc1)C1CCN(C(=S)NC2CCCC2)CC1
    -29	·	-20%	3%	8%	-11%
CC(C)NC(=O)CSc1nnc(-c2ccc(S(=O)(=O)N3CCCC3)cc2)n1CC1CCCO1 (centres undefined)
    -1	1%	-9%	5%	-8%	-10%
COc1ccccc1C(=O)NCc1nc2cccnc2n1Cc1ccc(F)cc1
    -20	0%	·	·	1%	·
O=C(Nc1ccc2c(c1)OCO2)C1Cc2ccccc2CN1S(=O)(=O)c1cccs1 (centres undefined)
    19	-6%	-33%	5%	?	-5%
CCC(C)N1C(=O)NC(=O)C2(Cc3c(ccc4ccccc34)N(C)C2)C1=O (centres undefined)
    -14	-27%	-21%	?	-13%	-21%
COc1cc2nc(Cl)nc(N3CCN(C)CC3)c2cc1OC
    ·	0%	-15%	-2%	2%	·
COc1cc(C(=O)NCCOc2ccccc2)c(Br)c(OC)c1OC
    30	4%	4%	2%	2%	1%
COC(=O)c1ccc(CNC(=O)CNC(=O)c2sc3ccccc3c2Cl)cc1
    ?	-5%	-6%	·	-8%	-15%
CCn1c(CSCc2ccc(F)cc2)nnc1SCC(=O)NCc1ccccc1
    -1	3%	41%	3%	-11%	2%
Cc1ccc(Cn2c(=O)n(C)c(=O)c3sccc32)cc1
    91	7%	-11%	15%	-18%	5%
O=C1CCCN1CCCNS(=O)(=O)c1cccc(F)c1
    38	5%	-14%	3%	-8%	1%
CCCC1CCc2c(sc(NC(=O)OCC)c2C#N)C1 (centres undefined)
    29	-27%	-11%	0%	-1%	18%
O=C(CN1CCCCC1)Nc1cccc(Cl)c1
    -1	5%	-8%	-4%	1%	-4%
Cc1oc2ccc(OCc3ccc(F)cc3Cl)cc2c1C(=O)O
    -37	8%	-37%	-17%	-8%	7%
CC(Oc1ccccc1)c1nnc(N)s1 (centres undefined)
    -15	-4%	-11%	0%	7%	-9%
COc1ccc(OC)c(-n2c(=S)[nH]c3cc(C(=O)N(C)Cc4ccccc4)ccc3c2=O)c1
    -8	1%	-12%	?	-5%	95%[activator]
Cn1cccc1Cc1nnc(SCC(=O)NC2CCCCC2)n1-c1ccc(F)cc1
    28	-32%	74%[activator]	-3%	-2%	8%
COc1ccc(N(C)C(=O)c2ccc3snnc3c2)cc1
    10	-8%	-21%	-10%	-4%	-9%
Cc1ccc(S(=O)(=O)N2CCC(C(=O)OC3CCOC3=O)CC2)cc1C (centres undefined)
    -21	1%	18%	·	0%	10%
CCOC(=O)c1c(N)sc(C(O)(C(F)(F)F)C(F)(F)F)c1-c1ccc(F)cc1
    ·	2%	-18%	·	-13%	31%[activator]
Cc1cc(C(=O)Nc2cccc(C(=O)O)c2)oc1C
    34	7%	-12%	-1%	3%	-4%
CC(C)n1c(SCC(N)=O)nc2c1c(=O)n(C)c(=O)n2C
    -29	1%	-15%	2%	?	11%
Cc1c(C(=O)NNC(=O)c2cccnc2)cccc1[N+](=O)[O-]
    -14	·	-14%	·	·	8%
O=C(N/N=C/c1cccc(O)c1)c1cc(C2CC2)nc2ccccc12
    15	5%	-45%	10%	-13%	7%

The last three compounds of the section before come first, to join the parts.
Order of values – HCMV antiviral	Sm TGR block	AmpC inh no detg	Giardia FBPA inh	AmpC detergent	AMA1-RON2 inh
CC(C)n1c(SCC(N)=O)nc2c1c(=O)n(C)c(=O)n2C
    -29	1%	-15%	2%	?	11%
Cc1c(C(=O)NNC(=O)c2cccnc2)cccc1[N+](=O)[O-]
    -14	·	-14%	·	·	8%
O=C(N/N=C/c1cccc(O)c1)c1cc(C2CC2)nc2ccccc12
    15	5%	-45%	10%	-13%	7%
CCOc1ccc(N(CC(=O)NCc2ccc(OC)cc2)C(=O)CCC(=O)Nc2nccs2)cc1
    -5	0%	-5%	2%	-3%	-4%
CCOC(=O)Cn1nnnc1C(CC)N(Cc1ccccc1)Cc1cc2cc(C)ccc2[nH]c1=O (centres undefined)
    22	-32%	-25%	-4%	?	0%
COc1ccc(C2SCC(=O)Nc3c2c(=O)[nH]n3C2CCCCCC2)cc1 (centres undefined)
    27	40µM*	-22%	-2%	?	24%
O=C1CC2(CCN(C(=O)C3CC(=O)N(c4ccccc4)C3)CC2)Oc2ccccc21 (centres undefined)
    -39	0%	25%	·	1%	3%
CC(C)CNC(=O)CCc1c[nH]c2ccccc12
    27	3%	-27%	-5%	2%	1%
COC(=O)c1ccccc1NC(=O)Cn1cc(S(=O)(=O)Cc2ccccc2F)c2ccccc21
    0	-1%	·	·	3%	·
COC(=O)CCC(=O)Nc1ccc(Cl)c(Cl)c1
    20	8%	-7%	-13%	?	3%
Clc1cccc(CSc2nc3ccncc3[nH]2)c1
    4	-23%	-20%	-15%	-13%	-2%
Cn1c(=O)nc2n(-c3ccc(Cl)c(Cl)c3)c3cc(Cl)ccc3cc-2c1=O
    13	-5%	·	·	-3%	·
Cc1cc(C)n(-c2ccc(NC(=O)C3CCCCN3C(=O)c3ccoc3C)cc2)n1 (centres undefined)
    0	-18%	85%[activator]	·	4%	-5%
O=C(c1ccc(Cl)cc1[N+](=O)[O-])N1CCN(c2ccccn2)CC1
    9	·	-22%	3%	6%	0%
Cc1ccc(CNC(=S)Nc2ccc(C)c([N+](=O)[O-])c2)cc1
    4	-3%	-22%	0%	10%	-3%
Cc1ccc(C)c(NC(=O)CSc2nnc(CNC(=O)c3ccco3)o2)c1
    -11	0%	-2%	·	?	7%
COc1ccc(C(=O)C(OC(=O)c2ccccc2)c2ccccc2)cc1 (centres undefined)
    9	16%	9%	3%	2%	-6%
